EPAC2 antag: blocks human EPAC2 exchange factor. Q8WZA2. EPAC2 GEF exchange of Rap1B-BODIPY-GDP, fluorescence. Potency, µM (titrated, usually from 114 µM), for the others: at the top dose activity, negative = inhibition, hits mostly inhibitors. 0.18% of 360,000 active. AID 720708; further: potency means the concentration at half of the fitted maximal effect; on the % scale 0 is the no-effect control and ±100 the full control effect; nearly all actives have a fitted effect of over 45% in size; many of its hits are not listed in these tables
Target sequence (Q8WZA2 whole entry, looked up): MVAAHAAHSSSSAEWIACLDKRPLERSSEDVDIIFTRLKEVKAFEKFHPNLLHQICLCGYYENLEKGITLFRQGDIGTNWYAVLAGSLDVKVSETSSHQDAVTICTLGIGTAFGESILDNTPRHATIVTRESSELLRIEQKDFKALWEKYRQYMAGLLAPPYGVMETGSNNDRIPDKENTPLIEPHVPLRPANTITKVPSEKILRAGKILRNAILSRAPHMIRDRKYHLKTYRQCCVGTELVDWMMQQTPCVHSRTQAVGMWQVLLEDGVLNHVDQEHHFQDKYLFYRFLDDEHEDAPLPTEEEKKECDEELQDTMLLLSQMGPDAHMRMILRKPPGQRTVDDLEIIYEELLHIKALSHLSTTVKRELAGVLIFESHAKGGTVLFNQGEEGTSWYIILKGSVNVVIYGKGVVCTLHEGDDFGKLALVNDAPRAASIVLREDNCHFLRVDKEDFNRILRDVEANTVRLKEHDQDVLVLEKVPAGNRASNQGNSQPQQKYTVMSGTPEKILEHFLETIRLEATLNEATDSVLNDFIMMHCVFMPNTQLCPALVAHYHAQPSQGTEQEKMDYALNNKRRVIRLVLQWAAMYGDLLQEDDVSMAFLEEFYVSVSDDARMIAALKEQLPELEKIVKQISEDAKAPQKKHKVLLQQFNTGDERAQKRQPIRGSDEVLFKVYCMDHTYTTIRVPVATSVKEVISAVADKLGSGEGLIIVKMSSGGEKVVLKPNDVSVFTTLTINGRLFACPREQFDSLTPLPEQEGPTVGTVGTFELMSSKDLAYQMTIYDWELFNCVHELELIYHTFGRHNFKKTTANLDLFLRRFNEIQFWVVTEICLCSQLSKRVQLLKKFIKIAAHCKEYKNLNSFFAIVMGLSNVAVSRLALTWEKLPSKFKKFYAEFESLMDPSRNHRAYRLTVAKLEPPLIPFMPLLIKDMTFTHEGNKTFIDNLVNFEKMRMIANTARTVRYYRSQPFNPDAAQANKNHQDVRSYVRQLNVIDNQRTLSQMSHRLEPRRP
MmCpn inh: M. maripaludis TRiC chaperonin inhibition; 0.031% of 330,000 active; purified Mm-Cpn ATPase, ADP Transcreener TR-FRET; Potency, µM (highest dose often 76.9 µM), for inactives: top-dose activity, negative = inhibition, usual class: inhibitors; further: potency means the concentration at half of the fitted maximal effect; on the % scale 0 is the no-effect control and ±100 the full control effect; nearly all actives have a fitted effect of over 80% in size
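25 nM Mm-CPN + cpd, 10 min 37°C; + 10 uM ATP, 30 min 37°C; buffer 30 mM Tris pH 7.4, 100 mM KCl, 5 mM MgCl2, 1 mM DTT; Transcreener ADP HTRF detection 30 min RT.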
PLK1 PBD inh: inhibitors of human PLK1 polo-box domain binding | P53350 | Plk1 PBD binding of FITC phosphopeptide, fluorescence polarization | Potency, µM, without a hit: max response, negative = inhibition, most hits filed as inhibitors | 2.8% of 360,000 active | AID 720504; further: potency means the concentration at half of the fitted maximal effect; series mostly up to about 57 µM; on the % scale 0 is the no-effect control and ±100 the full control effect; nearly all actives have a fitted effect of over 65% in size
WRN helicase inh: blocks human WRN helicase; AID 651768; 0.46% of 360,000 active; Q14191; Potency, µM (top dose mostly 114 µM), inactives show at the highest dose activity change, negative = inhibition, actives largely listed as inhibitors; WRN helicase unwinding, fluorescent forked duplex, kinetic; further: potency means the concentration at half of the fitted maximal effect; on the % scale 0 is the no-effect control and ±100 the full control effect; nearly all actives have a fitted effect of over 55% in size
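WRN at 20 nM final preincubated with compound 15 min at room temperature; reaction started with 100 nM fluorophore/quencher forked duplex oligonucleotide and 2 mM ATP final. Unwinding followed kinetically by red fluorescence (ex 525, em 598 nm).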
EPAC1 agonist: EPAC1 (human) agonism | AID 720707 | Potency, µM (top dose mostly 154 µM), for inactives: at the top dose activation, most hits filed as activators | EPAC1 agonist qHTS, biochemical assay; response scale: 100% = response to 6.5 mM cAMP | 0.073% of 360,000 active | O95398; further: potency means the concentration at half of the fitted maximal effect; nearly all actives have a fitted effect of over 60% in size
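Multi-concentration qHTS readout: loss of Rap1B-bound BODIPY-GDP fluorescence driven by 100 nM EPAC1 with excess GDP (50 uM), monitored kinetically at room temperature; agonist response expressed relative to 6.5 mM cAMP.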
PI5P4Ka inh: blocks human PI5P4K alpha kinase activity; PI5P4Kalpha enzyme, ADP-Glo luminescence, 60 min; active compounds read low; max response, %; 1.2% of 330,000 active; AID 652105; active means max response of -50% or lower; inconclusive means between -30% and -50%; inactive means -30% or higher; further: value at the top dose of about 77 µM; on the % scale 0 is the no-effect control and ±100 the full control effect
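Reactions run in 0.038 M HEPES pH 7.4, 0.28 mM EGTA, 0.1% CHAPS and 5% DMSO, with PI5P4Kalpha, substrate, compound and 5 microM ATP final, one hour at room temperature. Readout is ADP-Glo luminescence.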
CCT modulator: changes cytosolic chaperonin activity; purified chaperonin ATPase assay, HTRF ADP detection, 30 min; activity change, % (test concentration not listed), hits read low; 0.3% of 360,000 active; AID 651819; in the data active means activity change below about -30%; further: on the % scale 0 is the no-effect control and ±100 the full control effect
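TRiC (40 or 20 nM final, by batch activity) in 30 mM Tris pH 7.4, 100 mM KCl, 5 mM MgCl2, 1 mM DTT was treated with compound at 76 uM single dose, then 10 uM ATP, 30 min at 37 °C. ADP was read by HTRF Transcreener.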
EPAC1 antagonist: blocks human EPAC1 exchange factor; Potency, µM (titrated, usually from 115 µM), without a hit: at the top dose activity change, negative = inhibition, hits mostly inhibitors; EPAC1 GEF assay, Rap1b-BODIPY-GDP exchange fluorescence; O95398; 0.14% of 360,000 active;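 further: potency means the concentration at half of the fitted maximal effect; plate controls were vehicle for no effect and positive control for full effect; nearly all actives have a fitted effect of over 50% in size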
Active calls of the source: *; ? = inconclusive; . = no result given; [ ] = another dose, or the depositor's remark. Unless noted, the call rests on the fitted dose curve; in most records, active means well fitted curve in the direction sought with a large enough effect; inconclusive means small, poorly fitted or top-dose-only effect, or another doubt; inactive means no such curve, though single readings can be large; an effect the other way counts as inactive or inconclusive. An excerpt, so the mix of outcomes need not match the whole.

SMILES | EPAC2 antag | MmCpn inh | PLK1 PBD inh | WRN helicase inh | EPAC1 agonist | PI5P4Ka inh | CCT modulator | EPAC1 antagonist
O=C(CSc1nc2c(cnn2-c2ccccc2)c(=O)[nH]1)c1ccc(Cl)cc1 | 2% | -1% | -26% | -8% | 2% | . | -1.5 | -15%
O=C(Nc1cnc2ccccc2c1)c1ccco1 | 0% | 0% | -6% | 10% | 0% | -1 | -2.0 | -8%
Cc1ccc(OCC(=O)NNC(=O)C(C)Sc2ncnc3sc(C)c(C)c23)cc1 (centres undefined) | 7%[57.1 µM] | -1% | -1% | 5% | -4% | 0 | 0.4 | 10%
Oc1ccc2[nH]ccc2c1 | -6% | -1% | -9% | 10% | 2% | -11 | -2.6 | -10%
COc1cccc(NC(=O)C(NCC(C)(C)CN(C)C)c2ccccc2)c1 (centres undefined) | -4% | -7% | 3% | -10% | 4% | -2 | -1.1 | -10%
COC(=O)c1sc(-c2ccccc2)cc1NC(=O)C1CC1 | -7% | -10% | -7% | -10% | 11% | 15 | 1.3 | -25%
O=C(c1cccc(F)c1)N1CCN(C(=O)C2CC2)CC1 | 19% | ? | -9% | -2% | 3% | 0 | 1.3 | 10%
O=C(O)COc1ccc(Br)cc1CP(=O)(c1ccccc1)c1ccccc1 | 4% | 0% | -5% | -9% | 8% | -8 | -0.6 | -7%
COc1cc(CN2CCN(C(=O)CC(C)C)CC2)c([N+](=O)[O-])cc1OC | 0% | -2% | 3% | -1% | 5% | -1 | -1.4 | ?
Cn1cc(/C=C(\NC(=O)c2ccccc2)C(=O)N2CCOCC2)c2ccccc21 | -1% | 1% | -15% | 2% | 5% | 4 | -1.9 | 18%
OCC[C@@H]1C[C@@H](O)[C@H](O)[C@]2(CCc3ccccc3O2)O1 | 1% | 0% | -9% | 6% | -4% | -1 | -0.9 | -2%
COc1ccc(N(CC(=O)NCc2ccccc2Cl)S(=O)(=O)c2c(C)noc2C)cc1 | -14% | 2% | -1% | -5% | 10% | 4 | 1.8 | -4%
CN(C(=O)c1cccn(Cc2ccccc2)c1=O)c1ccccc1 | 11% | -4% | -14% | 10% | -1% | 4 | 1.1 | 9%
CN(C)Cc1csc(NC(=O)Nc2ccccc2Oc2ccccc2)n1 | 6% | . | 6% | 5% | -5% | -2 | 2.1 | -11%
Cc1cc(Br)ccc1NC(=S)N1CCOCC1 | 2% | 0% | -4% | -4% | 9% | -2 | 0.3 | 7%
CNc1ncnc2c1ncn2[C@H]1CN(Cc2cccc3ccccc23)C[C@@H](CO)O1 | 11% | . | -7% | 4% | -11% | -1 | 2.8 | -2%
CCn1c(=O)cc(SCC(=O)NCC2CCCO2)c2ccccc21 (centres undefined) | 5% | 2% | -4% | 2% | 7% | . | -4.3 | 1%
CCC(C)(CN(C)C)OC(=O)c1ccccc1 (centres undefined) | 3% | -1% | 8% | 5% | -10% | 1 | -1.0 | -1%
O=C(CC1SC(N2CCOCC2)=NC1=O)Nc1ccc(Cl)cc1 (centres undefined) | 8% | 0% | -3% | 2% | 0% | 3 | -1.5 | -18%
NC(=O)C1CCN(C(=O)C(=O)c2cn(CC(=O)N3CCCC3)c3ccccc23)CC1 | 4% | -1% | 5% | 9% | 2% | -3 | 1.0 | 19%
O=C(O)c1ccccc1Cc1ccc2c(c1)CCCC2 | 4% | . | 2% | -3% | -3% | 1 | -1.9 | -5%
CCOc1ccccc1C(C(=O)NC1CCCC1)N(C(=O)c1csnn1)C1CC1 (centres undefined) | -3% | 2% | -5% | 3% | 9% | 1 | 0.7 | 7%
CC1(C)CC(=O)C(C=NCCCN2CCOCC2)=C(O)C1 | 5% | -1% | 30µM* | 4% | 0% | -7 | -1.5 | -12%
CCOCCn1c(N2CCN(c3ccccc3)CC2)nc2c1c(=O)n(C)c(=O)n2C | 7% | 3% | -8% | 8% | 1% | . | -0.8 | 16%
S=C(Nc1ccccc1)N1CCC(C2CCN(C(=S)Nc3ccccc3)CC2)CC1 | -2% | 0% | -7% | -14% | 15% | 5 | 0.3 | 16%
CC(=O)Nc1ccc(S(=O)(=O)N2CCN(C(=O)c3ccco3)CC2)cc1 | 1% | -1% | 2% | -3% | 4% | 1 | 0.7 | -10%
CCCCC(=O)Nc1cccc(-c2nc3ncccc3o2)c1 | 5% | -10% | -6% | 2% | 2% | . | -3.1 | -3%
COc1ccc(CCN(Cc2cc3cccc(C)c3[nH]c2=O)C(=O)NC2CCCCC2)cc1OC | 1% | 3% | -3% | -1% | 5% | 2 | -2.6 | -5%
CC/C(=C/c1ccccc1)c1cccc2[nH]c3c(OC)cccc3c12 | 6% | 1% | 2% | -3% | -19% | 41 | 0.2 | -10%
COc1ccc(S(=O)(=O)N2Cc3ccccc3CC2C(=O)Nc2ccc(O)cc2)cc1OC (centres undefined) | 4% | 0% | -3% | 7% | -7% | -2 | -4.5 | -9%
CCOc1cc2c(cc1OCC)C(c1ccc(C(=O)O)cc1)NCC2 (centres undefined) | 7% | 1% | -2% | 9% | 6% | 5 | 0.3 | -9%
Cn1c(C(=O)N2CCc3ccccc3C2)cc2c(=O)n3ccccc3nc21 | -9% | -1% | -9% | -19% | 5% | -2 | 0.5 | -7%
CCOC(=O)C1CCCN(S(=O)(=O)c2c(C)c(C)cc(C)c2C)C1 (centres undefined) | -1% | 4% | 1% | -7% | 6% | 6 | 0.7 | -22%
Cc1ccc(NC(=O)C(=O)NCc2ccncc2)cc1 | 1% | 3% | -4% | -6% | -3% | -3 | 0.9 | 7%
N#Cc1c(SCC(=O)OCc2ccccc2)nsc1SCC(=O)OCc1ccccc1 | 5%[57.1 µM] | -1% | -10% | 11% | 0% | 2 | 0.2 | 14%
CCOC(=O)C1(C(N)=O)OC1(c1ccc(Cl)cc1)c1ccccc1Cl (centres undefined) | ? | . | -5% | -4% | 1% | -3 | 0.6 | -23%
CN(C)CCCNC(=O)CCc1ncc(C(F)(F)F)cc1Cl | -2% | -2% | -11% | 3% | 5% | 1 | -1.3 | -17%
O=C(CCCn1c(=S)[nH]c2ccccc2c1=O)N1CCN(c2cccc(Cl)c2)CC1 | -1% | -1% | -15% | -1% | 0% | -4 | -2.7 | 12%
CCC(c1nnnn1CCc1ccccc1)N(Cc1ccco1)Cc1cc2c(C)ccc(C)c2[nH]c1=O (centres undefined) | -9% | -4% | -7% | -3% | 16% | 14 | 1.5 | ?
Cc1ccc(NC(=O)CSc2nnc(C)c(=O)n2N)c(C)c1 | -2% | -1% | -7% | 6% | -6% | 0 | -1.6 | 5%

Entries from the list above with fluorine (two):
SMILES | EPAC2 antag | MmCpn inh | PLK1 PBD inh | WRN helicase inh | EPAC1 agonist | PI5P4Ka inh | CCT modulator | EPAC1 antagonist
O=C(c1cccc(F)c1)N1CCN(C(=O)C2CC2)CC1 | 19% | ? | -9% | -2% | 3% | 0 | 1.3 | 10%
CN(C)CCCNC(=O)CCc1ncc(C(F)(F)F)cc1Cl | -2% | -2% | -11% | 3% | 5% | 1 | -1.3 | -17%

Carrying on:
SMILES | EPAC2 antag | MmCpn inh | PLK1 PBD inh | WRN helicase inh | EPAC1 agonist | PI5P4Ka inh | CCT modulator | EPAC1 antagonist
Cc1cc(C(F)(F)F)nc(SCC(=O)NC2=NC(=O)C(C)S2)n1 (centres undefined) | -3% | 0% | ? | -3% | 2% | . | -3.2 | 5%
Cc1ccc(CNC(=O)CO/N=C/c2ccc3c(c2)OCO3)cc1 | -5% | 1% | 27µM* | 5% | 1% | -5 | -2.2 | -9%
COc1ccc(N(C)C2=NS(=O)(=O)c3ccccc32)cc1 | 16% | 0% | 4% | -16% | -5% | . | 2.6 | 10%
CC(=O)Nc1ccc(NCN2C(=O)[C@@H]3[C@H]4CC[C@H](C4)[C@@H]3C2=O)cc1 | 12% | 0% | 2% | 3% | -7% | -5 | 2.3 | -15%
COc1ccc(C2C(C#N)=C(N)Oc3cc(O)ccc32)cc1OC (centres undefined) | 1% | 2% | -4% | -20% | 6% | 3 | -0.6 | -5%
CCOC(=O)[C@]12CCCC=C1N(Cc1ccc(Cl)cc1Cl)C(=O)[C@H](CC(=O)NCCC(C)C)C2 | -17% | . | -11% | -10% | -12% | 5 | -1.0 | ?
CSCCC(C(=O)NCc1ccccc1)n1c(C2CCN(C(C)=O)CC2)nc2ccccc21 (centres undefined) | 4% | . | -1% | 3% | -3% | 2 | . | 8%
CC1(C)Cc2c(c(-c3ccccc3Cl)[nH]c(=O)c2C#N)CO1 | 4% | 1% | -3% | 4% | 1% | 4 | 1.9 | 2%
COCCn1c(SCC(=O)N2CCC(C)CC2)nc2c([nH]c3ccccc32)c1=O | 9% | -1% | -2% | -24% | 0% | 6 | -0.8 | 1%
OCC[C@H]1C[C@H](O)[C@@H](O)[C@]2(OCCc3ccccc32)O1 | 1% | 1% | -16% | 7% | -3% | -3 | -0.8 | 0%
C(=C\c1ccccc1)/CSc1nnc(-c2ccccn2)n1Cc1ccco1 | -3% | -3% | -10% | -21% | 3% | -24 | 0.0 | -12%
CC(C)(C)NC(=O)C(c1ccncc1)n1c(-c2ccc(C(F)(F)F)cc2)nc2ccccc21 (centres undefined) | -13% | . | -2% | -3% | -4% | -2 | . | -14%
C(=C\c1ccccc1)/CNn1cnnc1 | 4% | 0% | -4% | -3% | 2% | -6 | -0.3 | -17%
COC(=O)c1ccc(-n2c(C)cc(C(=O)COC(=O)CC3Sc4ccccc4NC3=O)c2C)cc1 (centres undefined) | -1% | -7% | -5% | 1% | 4% | 0 | 1.0 | -15%
Cc1cc(C)cc(C(=O)Nn2cnnc2)c1 | -3% | -1% | -14% | -25% | 11% | 7 | 1.6 | 7%
O=C(CCCN1C(=O)/C(=C\c2ccccc2)SC1=S)Nc1ccc(O)cc1 | -7% | 1% | -12% | ? | -4% | -24 | -3.9 | -37%
Cn1c(=O)cc(OCCCC(=O)N2CCN(c3ccccc3)CC2)c2ccccc21 | -8% | 2% | -6% | -6% | 5% | . | -2.4 | -6%
CCN(CC(=O)Nc1cc(C)nn1-c1nc(C)cc(C)n1)Cc1ccccc1 | -5% | -4% | -11% | -29% | 2% | 3 | -0.8 | -23%
CC(C)=C1C2CCC1C1C(=O)N(c3nc(-c4ccc(F)cc4)c(C)s3)C(=O)C21 (centres undefined) | -9% | -1% | -19% | 2% | 13% | -5 | -1.2 | -6%
COc1ccc([C@H]2C[C@@H](n3cc(-c4ccc(F)cc4)nn3)[C@H](O)CN2CC2CCCCC2)cc1 | -14% | . | -5% | 0% | 12% | -2 | -1.8 | -10%

Source: PubChem BioAssay
